# Screening data (PubChem BioAssay)
# CHX counter: affects cycloheximide protein synthesis inhibition readout, counter-screen. 300,000 compounds, 12% hits. max response, %. cell reporter, cycloheximide protein synthesis inhibition counterscreen; in the data active = max response mostly above about 13%, no sharp cut-off; inactive = mostly below about 14%; also: read at 38.3 µM for the half of the compounds with a filed dose; 0% is about no effect
# LmPK inh: blocks Leishmania mexicana pyruvate kinase activity; purified LmPK, Kinase-Glo ATP luminescence, 1 h; Potency, µM (titrated, usually from 57.5 µM), without a hit: at the top dose activity change, negative = inhibition, hits mostly inhibitors; 290,000 compounds, 0.37% hits; AID 1721; also: potency is read from the fitted curve at half-maximal effect; % is scaled to controls: 0 for no effect and ±100 for the full control effect
# Target sequence (Q27686 whole entry, looked up): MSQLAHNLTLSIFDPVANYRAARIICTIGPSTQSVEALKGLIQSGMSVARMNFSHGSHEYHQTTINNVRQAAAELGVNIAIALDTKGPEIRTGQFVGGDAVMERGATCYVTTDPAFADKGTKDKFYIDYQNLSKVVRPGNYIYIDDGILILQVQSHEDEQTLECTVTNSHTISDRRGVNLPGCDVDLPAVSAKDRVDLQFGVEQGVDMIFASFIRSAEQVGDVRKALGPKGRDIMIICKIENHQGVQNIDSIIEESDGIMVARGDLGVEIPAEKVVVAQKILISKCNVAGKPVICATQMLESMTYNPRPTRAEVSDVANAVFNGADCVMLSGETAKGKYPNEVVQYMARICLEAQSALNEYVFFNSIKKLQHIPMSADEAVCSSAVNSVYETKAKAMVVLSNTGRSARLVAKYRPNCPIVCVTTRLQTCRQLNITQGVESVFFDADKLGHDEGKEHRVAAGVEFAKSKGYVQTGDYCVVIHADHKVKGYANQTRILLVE
#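 Purified LmPK (0.1 nM) with 0.5 mM PEP and 0.1 mM ADP in imidazole buffer pH 7.2 with MgCl2/KCl, 1 h at room temperature. ATP formed was read by luciferase luminescence and normalized to no-enzyme and uninhibited controls.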
# Pf growth 48h: P. falciparum growth inhibition at 48 hours (one generation) | 310,000 compounds, 5.9% hits | Potency, µM (doses to about 28.7 µM), for inactives: top-dose activity change, negative = inhibition, usual class: inhibitors | AID 504832 | P. falciparum luciferase growth in erythrocytes, 48 h; also: potency is read from the fitted curve at half-maximal effect; % is scaled to controls: 0 for no effect and ±100 for the full control effect
#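 Growth was read as firefly luciferase luminescence after a 48 h, 37 C, 5% CO2 exposure of compounds to reporter-bearing P. falciparum cultures (0.1% parasitemia, 2% hematocrit final) in Albumax-supplemented RPMI 1640.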
# Pf growth 96h: inhibits malaria parasite growth, 96 h. P. falciparum luciferase reporter growth, 96 h. Potency, µM (series often up to 28.7 µM), inactives show top-dose activity change, negative = inhibition, usual class: inhibitors. 320,000 compounds, 6.9% hits; also: potency is read from the fitted curve at half-maximal effect; % is scaled to controls: 0 for no effect and ±100 for the full control effect
#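 P. falciparum expressing integrated firefly luciferase grown in erythrocytes (2% hematocrit, 0.05% parasitemia final) with compounds for 96 hours at 37 C, 5% CO2. Growth inhibition read as loss of luminescence after adding luciferase detection reagent.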
# Tb PYK inh: blocks Trypanosoma brucei pyruvate kinase; 410,000 compounds, 0.12% hits; TbPYK enzyme, Kinase-Glo Plus ATP luminescence, 45 min; AID 624173; Potency, µM (top dose mostly 76.8 µM), inactives show top-dose activity, negative = inhibition, actives largely listed as inhibitors; also: potency is read from the fitted curve at half-maximal effect; % is scaled to controls: 0 for no effect and ±100 for the full control effect; nearly all actives have a fitted effect of over 50% in size
#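 Activity of T. brucei pyruvate kinase was followed by Kinase-Glo Plus luminescence after the enzyme reacted 45 min at room temperature with 130 uM ADP (final) and substrate. Test compounds were added before ADP at multiple concentrations.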
# HCV inh: blocks hepatitis C virus; Potency, µM (highest dose often 41.8 µM), without a hit: top-dose activity change, negative = inhibition, most hits filed as inhibitors; Huh7.5.1 HCVcc-Cre infection, luciferase reporter, 44 h; 340,000 compounds, 3.4% hits; also: potency is read from the fitted curve at half-maximal effect; % is scaled to controls: 0 for no effect and ±100 for the full control effect
#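 Compounds are dispensed onto cells plated 4 h earlier at 1,000 per well, with HCVcc-Cre virus (about 0.5 moi) added next. Following 44 h of culture, luminescent signal is measured for 15 sec after 15 min with substrate at room temperature.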
# Shiga inhibitor: blocks Shiga toxin action in Vero cells. Vero cells, Shiga toxin protein synthesis inhibition reporter. inhibition, % at 38.7 µM. 290,000 compounds, 9.2% hits; in the data active = inhibition mostly above about 28%, no sharp cut-off; inactive = mostly below about 43%; also: 0% is about no effect
# * = called active by the depositor; ? = inconclusive; . = not tested or not shown; [ ] = remark or other dose. Unless noted, calls follow the shape of the dose curve; as a rule, active = well fitted curve in the direction sought with a large enough effect; inconclusive = small, poorly fitted or top-dose-only effect, or another doubt; inactive = no such curve, though single readings can be large; an effect the other way counts as inactive or inconclusive.
SMILES,CHX counter,LmPK inh,Pf growth 48h,Pf growth 96h,Tb PYK inh,HCV inh,Shiga inhibitor
Cc1cc2c(cc1C)NC(CC(=O)NCc1ccccc1)C(=O)N2 (configuration not stated),26*,5%,?,21%,-3%,?,61*
CCOc1ccc(S(=O)(=O)Nc2ccc(C(=O)NCC(C)(C)N3CCOCC3)cc2)cc1,.,.,?,-5%,6%,18%,.
CCOC(=O)C(Sc1ncnc2c1sc1nc(N3CCOCC3)c3c(c12)CCCC3)c1ccccc1 (configuration not stated),-3,-6%,1.7µM*,?,.,.,18
CCC(C)C(NC(N)=O)C(=O)Nc1ccc(S(=O)(=O)Nc2ccc(OC)cc2)cc1 (configuration not stated),-14,4%,7%,-4%,1%,-17%,-1
CCCC(C)NS(=O)(=O)c1ccc(OC)c(C)c1 (configuration not stated),-4,-1%,.,-10%,.,11%,-30
CCOC(=O)c1c(-n2c(C)cc(/C=C3\C(=O)NC(=O)N(C)C3=O)c2C)sc2c1CCCC2,-2,10%,?,3.7µM*,-6%,14µM*,-23
Cc1cccc(CNC(=O)CC2C(=O)NCCN2C2CCCC2)c1 (configuration not stated),11,2%,-21%,-26%,-8%,-6%,21
O=c1[nH]c(=O)n(-c2ccc(Br)cc2)c(O)c1C=NCCN1CCCCC1,2,-2%,19%,0%,-1%,-7%,6
O=C(NCC(=O)N(c1ccc(F)cc1)C(C(=O)NC1CCCC1)c1ccncc1)c1ccco1 (configuration not stated),-4,7%,28%,-22%,4%,13%,-2
O=C(O)/C=C/c1cnc2ccccc2n1,-3,0%,-16%,-22%,-1%,6%,-5
CCOC(=O)N1CCN(CC(O)COc2c(OC)cccc2OC)CC1 (configuration not stated),25,-2%,-12%,18%,-9%,11%,-12
CC(=O)c1cccc(S(=O)(=O)NCCC(=O)Nc2ccc(S(N)(=O)=O)cc2)c1,3,7%,0%,41%[activator],5%,10%,-5
CN1c2ccccc2Oc2ccccc21,-5,-5%,44%[activator],54%[activator],-17%,11%,-10
Cc1ccc(NC(=O)COC(=O)C2(C)CC2(Cl)Cl)cc1S(=O)(=O)N1CCOCC1 (configuration not stated),.,.,?,?,2%,-1%,.
COc1ccc(C)cc1S(=O)(=O)NC1CCCCC1C (configuration not stated),-4,1%,?,-7%,-8%,5%,-11
O=C(COC(=O)c1cc(Cl)ccc1O)Nc1ccc2c(c1)OCCO2,.,.,-19%,-15%,-4%,6%,.
CC(Oc1ccccc1)C(=O)N1CCN(C(=O)C(C)Oc2ccccc2)CC1 (configuration not stated),-2,-3%,?,3%,6%,12%,-20
Cn1nc(C(F)(F)F)c(-c2cccc(C(F)(F)F)c2)c1NC(=O)c1cccnc1,-3,3%,?,?,3%,-1%,-1
Cc1ccccc1NC(=O)c1cc(S(=O)(=O)N2CCCCC2)cs1,4,6%,.,?,-16%,13%,-10
CCOS(C)(=O)=O,.,.,38%[activator],?,-4%,-25%,.
O=C(NC1CCN(Cc2ccccc2)CC1)c1ccc(S(=O)(=O)NCc2ccco2)cc1,-2,2%,0%,-18%,1%,4µM*,-2
O=C(c1cc(NC(=O)C23CC4CC(CC(C4)C2)C3)cc(NC(=O)C23CC4CC(CC(C4)C2)C3)c1)N1CCCCC1,-5,0%,1.9µM*,1.5µM*,5%,?,1
CC(C)Cc1cc(C(=O)N(C)C2CCCN(Cc3ccccc3F)C2)n(C)n1 (configuration not stated),-2,2%,-21%,28%,4%,-15%,-3
O=C(Nc1cccc(C(=O)O)c1)/C(=C\c1ccc2c(c1)OCO2)NC(=O)c1ccccc1Cl,-10,-7%,?,?,6%,13%,-22

# One compound at a time, as listed above.
# COc1ccc(C)cc1S(=O)(=O)NC1CCCCC1C (configuration not stated) in the list: CHX counter = -4; LmPK inh = 1%; Pf growth 48h = ?; Pf growth 96h = -7%; Tb PYK inh = -8%; HCV inh = 5%; Shiga inhibitor = -11
# O=C(Nc1cccc(C(=O)O)c1)/C(=C\c1ccc2c(c1)OCO2)NC(=O)c1ccccc1Cl in the list: CHX counter = -10; LmPK inh = -7%; Pf growth 48h = ?; Pf growth 96h = ?; Tb PYK inh = 6%; HCV inh = 13%; Shiga inhibitor = -22

# Remaining list, next part.
SMILES,CHX counter,LmPK inh,Pf growth 48h,Pf growth 96h,Tb PYK inh,HCV inh,Shiga inhibitor
Clc1ccc(Oc2ccccc2)c2ncccc12,-4,-2%,-1%,1%,3%,1%,-4
CCN(CC)c1ccc(C(=O)OCC(=O)Nc2sccc2C#N)cc1,27*,0%,52%[activator],36%[activator],-3%,?,39*
COc1ccc2nc(NC(=O)Cc3ccc(OC)c(S(=O)(=O)N4CCOCC4)c3)sc2c1,-1,7%,.,?,4%,?,20
Cc1ccc(CSc2ncnc3onc(C)c23)cc1,1,4%,?,?,-4%,20%,7
CCOc1cc(C2CC(=O)Nc3cc(C)c(C)cc32)ccc1O (configuration not stated),-7,1%,-14%,-10%,-7%,-5%,3
O=C(NC(=S)NNC(=O)c1ccccc1[N+](=O)[O-])c1ccccc1,9,-16%,?,?,?,?,16
COc1ccc(O)c(CN2CCCC(N3CCc4ccccc4C3)C2)c1 (configuration not stated),5,-3%,12µM*,?,1%,-8%,-1
Cc1ccc(-n2cc(-c3ccccc3)c3c(NN4CCOCC4)ncnc32)cc1,-4,-1%,-26%,176%[activator],-3%,-14%,-10
CCCCCCCNC(=O)C1(CC2CC(c3ccc(Cl)cc3)=NO2)CCN(C(=O)OC(C)(C)C)CC1 (configuration not stated),-1,-3%,?,5.2µM*,0%,11%,14
CCOCCCNc1nc2ccccc2[nH]1,12*,-5%,-1%,?,-22%,?,34
COc1ccc(NC(=O)Cn2c3ccc(OC)cc3c3nc4n(c(=O)c32)CCS4)cc1,7,7%,-1%,54%[activator],4%,?,15
O=C(COC(=O)c1cncc(Br)c1)NCc1ccc2c(c1)OCO2,-5,-15%,?,8%,-4%,-1%,-4

# Nothing new here: five of the compounds above.
SMILES,CHX counter,LmPK inh,Pf growth 48h,Pf growth 96h,Tb PYK inh,HCV inh,Shiga inhibitor
Cc1ccc(-n2cc(-c3ccccc3)c3c(NN4CCOCC4)ncnc32)cc1,-4,-1%,-26%,176%[activator],-3%,-14%,-10
CCCCCCCNC(=O)C1(CC2CC(c3ccc(Cl)cc3)=NO2)CCN(C(=O)OC(C)(C)C)CC1 (configuration not stated),-1,-3%,?,5.2µM*,0%,11%,14
CCOCCCNc1nc2ccccc2[nH]1,12*,-5%,-1%,?,-22%,?,34
COc1ccc(NC(=O)Cn2c3ccc(OC)cc3c3nc4n(c(=O)c32)CCS4)cc1,7,7%,-1%,54%[activator],4%,?,15
O=C(COC(=O)c1cncc(Br)c1)NCc1ccc2c(c1)OCO2,-5,-15%,?,8%,-4%,-1%,-4

# Next records.
SMILES,CHX counter,LmPK inh,Pf growth 48h,Pf growth 96h,Tb PYK inh,HCV inh,Shiga inhibitor
CC(C)(C)c1ccc(OCCCC(=O)Nc2ccc(S(N)(=O)=O)cc2)cc1,10,0%,-16%,-48%,-3%,16%,-3
O=C(Nc1cc(=O)[nH]c2ncnn12)c1ccccc1Cl,-7,-4%,15%,-17%,-7%,16%,19
CCN(CC)S(=O)(=O)c1ccc(C(=O)NCCSc2c[nH]c3ccccc23)cc1,-3,1%,-21%,?,-5%,?,-5
Cc1ccc(S(=O)(=O)N=Nc2c(O)[nH]c3ccccc23)cc1C,1,1%,.,-17%,-3%,8%,-7
COc1cccc2cc(C(=O)N(C)C)c(=O)oc12,-3,-8%,1%,?,2%,2%,-7
O=C(Oc1ccccc1C(=S)N1CCOCC1)c1ccc([N+](=O)[O-])cc1[N+](=O)[O-],-2,2%,22%,50%[activator],1%,5%,-18
COc1ccc(S(=O)(=O)N2CCC(N3CCCC3)CC2)cc1,-1,-2%,-4%,1%,-4%,11%,20
COc1cnc(-c2ccccc2)nc1Oc1cccc(C)c1C,-3,-3%,-12%,-1%,1%,?,-14
O=C(c1ccc(-c2cccc(C(F)(F)F)c2)o1)N1CCCCCCC1,.,.,-18%,-14%,-8%,5%[8.37 µM],.
CCn1c(SC)nc2c(c1=O)SC(C)C2 (configuration not stated),-2,-8%,?,2.3µM*,-8%,-14%,4
CCCc1nc2ccccc2c(C(=O)OCC(=O)NCc2ccc3c(c2)OCO3)c1CC,1,4%,10µM*,8.3µM*,5%,?,-22
Cc1nnc(C)n1/N=C/c1cc(Br)ccc1O,1,2%,7%,-21%,1%,1%,-18
C(=N\Nc1nc2ccccc2[nH]1)/c1ccc2c(c1)OCO2,35*,2%,0.47µM*,?,-12%,-21%,88*
O=C1CCC(=O)N1CCC(c1ccc(F)cc1)c1ccco1 (configuration not stated),-2,5%,?,?,-5%,-7%,-3
Cc1ccc(OC(C)C(=O)Nc2ccccc2C(=O)N2CCOCC2)cc1 (configuration not stated),-2,-1%,8%,-17%,1%,0%,-18
C/C(=C\C(=O)c1ccccc1)Nc1ccc(N2CCOCC2)cc1,18,6%,.,-6%,-6%,-23%,51
CCCCCCc1nnc(NC(=O)c2ccco2)s1,6,-4%,62%[activator],-19%,-3%,6%,6
COc1cccc(-n2c(O)c(C=NCc3ccc4c(c3)OCO4)c(=O)[nH]c2=O)c1,-2,1%,2%,-11%,-19%,-11%,-4
COC(=O)c1ccc(CSc2nnc(NC(=O)C3CCCO3)s2)cc1 (configuration not stated),-3,3%,-7%,.,-14%,0%,-22
O=C(Nc1ccccc1)c1ccccc1CCc1ccccc1,-3,-11%,?,-1%,1%,-2%,-15
C/C(=N/OCO/N=C(\C)c1ccccc1)c1ccccc1,6,-10%,5%,-15%,-7%,11%,8
N/C(=N\OC(=O)Cc1ccc([N+](=O)[O-])cc1)c1cccc(Br)c1,5,0%,-2%,?,0%,6%,18
O=C(CCN1C(=O)/C(=C/c2ccc(Cl)cc2)SC1=S)NC1C=CS(=O)(=O)C1 (configuration not stated),12,-2%,-12%,4%,0%,12%,17
CCOc1ccc(CCNc2nc3ccc(C)cc3n3cnnc23)cc1OCC,-3,13%,?,?,-6%,-29%,-5
CC(=O)OC(C(=O)NC1CCCCC1)c1ccccc1 (configuration not stated),-2,4%,25%,15%,-9%,9%,-11
CCOC(=O)C1CCN(Cc2ccc(F)cc2)CC1,-4,-12%,-7%,.,39%[activator],12%,-2
Cc1onc(-c2c(F)cccc2Cl)c1C(=O)Nc1cccc(Cn2cccn2)c1,-2,-10%,?,8%,1%,-7%,-2
CCOc1ccccc1NC(=O)[C@@H](NC(=O)c1cccc(S(=O)(=O)N2CCOCC2)c1)C(C)C,2,2%,13µM*,?,2%,12%,27
CC(C)c1ccc(NC(=O)CSc2ncccc2C(=O)Oc2cccc([N+](=O)[O-])c2)cc1,46*,2%,75%[activator],?,-12%,2%,36*
COC(=O)C1=NNCC12CC(=O)N(c1ccc(Br)cc1)C2=O (configuration not stated),-4,-2%,10%,3%,7%,21%,-13
CCc1ccc(CN(C)C(=O)c2cc(COc3cc(C)c(Cl)c(C)c3)on2)nc1,-7,-5%,-13%,145%[activator],-1%,?,20
CCOc1cc(N2CCOCC2)c(OCC)cc1NC(=O)COC(=O)CCOc1ccc(C)cc1,.,.,3%,5%,-7%,6%,.
Clc1nc(Nc2ccc(N3CCOCC3)cc2)c2ccccc2n1,11,1%,-5%,17%,-3%,?,3
CCN(CC(=O)Nc1ccc(NC(C)=O)cc1)C(=O)C12CC3CC(CC(Cl)(C3)C1)C2,-1,0%,-23%,-12%,-7%,7%,-9
